Screens as filed in PubChem BioAssay.
VLA-4 inh: inhibition in a human VLA-4 binding assay | VLA-4 expressing cells, ligand binding flow cytometry | inhibition, % (about 7 µM as worked out from the volumes in the protocol) | 0.2% of 330,000 active; in the data active = inhibition above about 50%
GLD-1 RNA inh: GLD-1-TGE RNA interaction inhibition (C. elegans); 0.44% of 320,000 active; AID 2280; purified GLD-1 + fluorescein TGE RNA, fluorescence polarization; inhibition, % at 5.96 µM;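 active = percent inhibition above a per-plate cutoff, the plate mean of test compounds plus 3 SD, cut at about 30% in these data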;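 note: 0% = DMSO wells with GLD-1 and probe and 100% = wells lacking GLD-1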
MEX-5 binding: C. elegans MEX-5 TCR-2 RNA binding activity. 0.38% of 300,000 active. Q9XUB2. activity score (negative = inhibition of binding), % at 10 µM. MEX-5/FITC-TCR2 RNA binding, fluorescence polarization; hits give low values;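 active = inhibition past about -25% in most replicates, and total fluorescence under double the plate's negative control median, limit read from the data; inconclusive = replicates evenly split on the limit, or fluorescence at least double controls; inactive = too little inhibition in most replicates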;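 note: 0% = DMSO and -100% = 5 µM competing unlabeled TCR2 RNA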
Target sequence (Q9XUB2 whole entry, looked up): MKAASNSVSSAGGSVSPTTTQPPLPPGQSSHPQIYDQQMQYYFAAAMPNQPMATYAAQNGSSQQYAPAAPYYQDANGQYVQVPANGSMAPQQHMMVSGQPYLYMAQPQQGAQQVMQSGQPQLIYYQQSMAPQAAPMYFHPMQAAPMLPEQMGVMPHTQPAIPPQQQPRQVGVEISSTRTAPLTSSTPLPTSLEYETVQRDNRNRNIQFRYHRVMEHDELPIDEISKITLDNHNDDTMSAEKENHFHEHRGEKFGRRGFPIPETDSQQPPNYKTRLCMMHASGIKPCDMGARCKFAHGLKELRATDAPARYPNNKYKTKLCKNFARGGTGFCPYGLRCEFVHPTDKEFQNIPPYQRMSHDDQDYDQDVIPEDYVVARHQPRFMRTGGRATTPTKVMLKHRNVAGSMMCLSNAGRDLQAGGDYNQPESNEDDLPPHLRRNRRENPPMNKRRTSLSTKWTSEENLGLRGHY
MCL1 BIM primary: disrupts human MCL1 binding to BIM-BH3 peptide; Q07820; GST-MCL1 / FITC-Bim-BH3 fluorescence polarization; inhibition, % at 10.9 µM; 0.68% of 320,000 active; AID 2057;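 active = inhibition above the mean inhibition of all tested compounds plus 3 SD, set per campaign, cut at about 40% in these data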;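 note: 0% = DMSO wells and 100% = unlabeled Bim-BH3 peptide control; higher means more loss of mP so more displacement of Bim peptide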
Target sequence (Q07820 whole entry, looked up): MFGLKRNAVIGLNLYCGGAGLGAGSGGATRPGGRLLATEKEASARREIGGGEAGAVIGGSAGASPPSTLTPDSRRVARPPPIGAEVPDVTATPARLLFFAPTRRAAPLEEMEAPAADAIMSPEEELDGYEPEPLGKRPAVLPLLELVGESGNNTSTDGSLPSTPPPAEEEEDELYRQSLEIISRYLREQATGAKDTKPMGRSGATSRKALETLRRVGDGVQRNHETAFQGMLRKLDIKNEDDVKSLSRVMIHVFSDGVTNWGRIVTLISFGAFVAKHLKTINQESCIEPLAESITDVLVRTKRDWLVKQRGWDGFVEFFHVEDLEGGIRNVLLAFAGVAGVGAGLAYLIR
Efflux pump mplx: inhibitors of Candida antifungal efflux pumps expressed in yeast; 0.44% of 330,000 active; inhibition, % at 10 µM; AID 485275; S. cerevisiae Candida pump triplex, Nile Red efflux;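 active = plate passing quality check with inhibition over a set limit, or well fluorescence over plate mean plus 4 SD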;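 note: Nile Red retained in pooled yeast measured as flow cytometry median fluorescence; 0% = buffer negative control and 100% = Enniatin B positive control; higher means more Nile Red kept so more efflux inhibition; some compounds called inactive have numbers as strong as hits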
GRK2 aptamer HTS: inhibitors of human GRK2 displacing RNA aptamer | P25098 | bead flow cytometry, FAM-aptamer displacement from GRK2 | 0.59% of 330,000 active | inhibition of aptamer binding, % at 10 µM;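 active = inhibition of aptamer binding above 40%, roughly 3 SD of noise, on plates passing a quality check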;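 note: median bead fluorescence of bound FAM aptamer so fluorescent compounds give negative values; no value below 0 was filed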
PME-1 inh: blocks human protein phosphatase methylesterase 1. AID 2130. recombinant PME-1, FP-Rh probe fluorescence polarization. inhibition, % at 5.9 µM. Q9Y570. 0.53% of 320,000 active;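 active = inhibition above the campaign mean of all compounds plus 3 SD, cut at about 26% in these data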;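 note: competitive labeling of PME-1 active site by serine hydrolase directed probe; 0% = PME-1 with DMSO and 100% = wells lacking PME-1 enzyme; inhibitors block probe labeling so polarization falls and inhibition rises; many of its hits are not listed in these tables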
BCLXL inh: Bcl-xL (human) inhibition; Q07817; GST-Bcl-xL / FITC-Bim BH3 peptide fluorescence polarization; inhibition, % at 10.9 µM; 0.7% of 320,000 active;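 active = inhibition above the mean of all tested compounds plus 3 SD, cutoff set per campaign, cut at about 30% in these data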;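 note: 0% = DMSO wells and 100% = unlabeled Bim-BH3 peptide competitor; inhibitors lower millipolarization by displacing the labeled peptide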
Target sequence (Q07817 whole entry, looked up): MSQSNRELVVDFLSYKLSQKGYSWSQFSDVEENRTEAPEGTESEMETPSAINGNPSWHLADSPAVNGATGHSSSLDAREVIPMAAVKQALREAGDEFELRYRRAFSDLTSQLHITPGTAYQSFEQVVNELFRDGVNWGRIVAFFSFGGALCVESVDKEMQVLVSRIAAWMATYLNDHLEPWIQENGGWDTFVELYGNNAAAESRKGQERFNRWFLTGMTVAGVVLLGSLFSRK
Fam108B inh: blocks mouse Fam108B hydrolase in RBBP9 counter-screen; recombinant Fam108B, FP-Rh probe fluorescence polarization; inhibition, % at 9.51 µM; 0.33% of 300,000 active; AID 1947;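 active = inhibition above the screen mean inhibition plus 3 SD, computed separately per campaign, cut at about 18% in these data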;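 note: inhibitors lower polarization as less probe binds the enzyme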
An asterisk follows results filed as active; ? = inconclusive; · = not tested or not shown. Not all compounds are listed (hit frequency here may not be typical).

Molecule	VLA-4 inh	GLD-1 RNA inh	MEX-5 binding	MCL1 BIM primary	Efflux pump mplx	GRK2 aptamer HTS	PME-1 inh	BCLXL inh	Fam108B inh
CN(C(=O)c1ccco1)c1ccccc1C(=O)O	-8	8	-3.2	17	0.0	0	6	5	-2
O=C(CNC(=O)c1ccccc1F)OCc1csc(-c2ccccc2)n1	6	-1	0.0	18	-0.2	0	-7	2	-1
Cc1cc(=O)n2[nH]c(N)c(N=Nc3ccccc3)c2n1	32	9	?	-1	0.5	9	-6	3	2
Cc1cc(C)c2sc(C)[n+](CCCS(=O)(=O)[O-])c2c1	14	9	2.5	-4	-0.1	0	-7	-11	1
Cc1c(C(=O)O)sc(S(=O)(=O)N2CCN(C(=O)Cc3ccc(F)cc3)CC2)c1C(=O)O	11	4	·	5	-0.1	2	-2	3	·
O=C1NC(=S)CN1c1ccccc1	-29	69*	-15	79*	0.1	1	5	70*	-1
O=C(COC(=O)COc1ccccc1[N+](=O)[O-])Nc1cccc(Br)c1	9	2	0.1	-4	0.8	0	-14	5	6
CN1CCN(C(=O)CCC(=O)O)CC1	11	2	0.1	0	-0.1	0	-10	7	-3
CCC(C)N1CCN(S(=O)(=O)c2ccc(NC(C)=O)cc2)CC1 (stereo not given)	9	0	1.6	-5	0.1	0	3	-3	-3
O=c1[nH]cc(S(=O)(=O)N2CCN(c3cccc(Cl)c3)CC2)c(=O)[nH]1	-4	1	0.7	2	0.1	10	-9	3	-2
O=C(CN1C(=O)c2cccc([N+](=O)[O-])c2C1=O)NNC(=O)c1ccc(F)cc1	-15	0	·	·	-0.1	3	·	·	·
COc1ccccc1OCCNC(=O)/C=C/c1ccc([N+](=O)[O-])cc1	8	0	-1.0	-3	0.0	1	-3	2	3
CN(C)S(=O)(=O)n1cc(/C=C(\NC(=O)c2ccccc2Cl)C(=O)N2CCCC2)c2ccccc21	-1	-6	-1.5	-2	0.1	0	5	1	3
CCOC(=O)C1=C(N)N2C(=O)C(C)SC2=C(C(=O)OCC)C1c1cc(OC)c(OC)c(OC)c1 (stereo not given)	7	4	-2.3	0	0.0	0	0	10	3
CCN(CC(O)Cn1c2ccccc2c2ccccc21)S(=O)(=O)c1ccc(C)cc1 (stereo not given)	34	6	1.7	1	-0.3	0	-18	-1	-20
Cc1ccc2oc(C(=O)Nc3nnc(CC(C)C)s3)c(C)c2c1	15	0	0.6	7	-1.5	2	-1	-1	1
COC(=O)C(=O)/C=C(\O)c1ccc(C)cc1	5	-1	-1.1	6	-0.1	0	5	-1	-1
Cc1ccc(S(=O)(=O)CC(=O)Nc2cccc(C)n2)cc1	-5	-5	2.2	11	0.0	0	1	2	-1
Cc1ccc(CN2CC(C(=O)Nc3cccc(S(=O)(=O)N4CCCCC4)c3)CC2=O)cc1 (stereo not given)	-1	1	0.1	-17	0.2	0	4	-3	-1
Cc1c(C(=O)NCCNc2ncc(C(F)(F)F)cc2Cl)cccc1[N+](=O)[O-]	4	1	-0.4	2	-0.2	0	0	1	-2
O=C(NCC(c1ccc(F)cc1)N1CCOCC1)c1cccnc1Sc1ccccc1Cl (stereo not given)	-1	-3	-0.9	5	-0.1	0	-4	-1	0
COc1ccc(S(=O)(=O)n2cnc3ccccc32)c(C)c1	-3	5	-2.8	-6	0.0	0	-3	-3	-4
CCCn1c(SCC(=O)Nc2cccc(C)n2)nnc1-c1ccco1	-4	-1	2.0	0	0.1	4	0	2	-5
Cc1ccc(NC(=O)CSc2nc3c(c(=O)[nH]2)CCC3)cc1C	14	6	-1.4	-1	0.0	3	2	6	0
COc1ccc2nc(NC3=NCCC3)sc2c1	0	4	-1.4	1	0.0	1	1	-5	1
CN(C(=O)COC(=O)c1cncc(Br)c1)C1CCS(=O)(=O)C1 (stereo not given)	-6	11	-3.7	4	-0.1	0	-5	1	-1
Cc1c(Cl)cccc1NC(CC(=O)c1ccccc1)C(=O)OCC(=O)c1cccs1 (stereo not given)	-10	3	1.2	-1	-0.1	1	-8	2	-10
COc1cccc(OC)c1C(=O)Nn1c(-c2cccs2)nc2ccccc2c1=O	4	-2	1.2	-2	-0.2	0	3	1	-1
Cc1c(C(=O)Nc2ccc(S(=O)(=O)Nc3ncccn3)cc2)oc2ccc(F)cc12	13	·	0.9	·	0.1	0	·	·	·
CCn1c2ccccc2c2cc(NC(=O)C(C)Oc3ccc(OC)cc3)ccc21 (stereo not given)	-4	3	0.3	3	0.0	2	3	3	-4
CC12CN3CC(C)(CN(C1)C3c1ccc3c(c1)OCO3)C2O (stereo not given)	3	2	0.9	5	0.1	0	-1	2	0
COc1ccc(C(c2nnnn2C2CCCC2)N2CCN(C3CCCC3)CC2)cc1OC (stereo not given)	19	-4	-1.8	-5	0.0	0	-6	3	-4
CC12CCC(C(=O)N(CC3CO3)C1=O)C2(C)C (stereo not given)	8	-8	-2.1	30	0.1	2	-10	-2	-2
CC(=O)Oc1ccc2oc(C)c(C(=O)N3CCOCC3)c2c1	-1	5	0.5	-6	-0.1	0	-4	0	0
Cn1cnc(S(=O)(=O)NCc2ccc(Br)cc2)c1	16	3	-1.1	0	-0.2	1	-4	-1	-3
O=C(Nc1ccccc1OC(F)(F)F)c1ccc([N+](=O)[O-])cc1	2	-8	0.8	8	-0.2	0	5	7	3
CCC(C(=O)OCC(=O)c1c(N)n(CC(C)C)c(=O)n(C)c1=O)c1ccccc1 (stereo not given)	0	8	-0.2	-5	0.0	1	-6	-1	0
CCOc1ccc(NC(=O)CN(C)C(=O)C2CC(=O)N(Cc3ccco3)C2)cc1OCC (stereo not given)	1	2	·	-3	-0.1	5	6	0	·
Nc1nonc1-c1noc(-c2ccccc2Br)n1	1	-5	-2.7	3	0.0	1	0	4	2
COc1ccc(Cl)cc1S(=O)(=O)N1CCC(C(=O)NCc2ccco2)CC1	3	0	2.1	3	-0.1	0	0	3	0

Individual results from the list.
O=C(Nc1ccccc1OC(F)(F)F)c1ccc([N+](=O)[O-])cc1 in PME-1 inh reads 5
COc1ccc2nc(NC3=NCCC3)sc2c1 in Fam108B inh reads 1

The listing continues.
Molecule	VLA-4 inh	GLD-1 RNA inh	MEX-5 binding	MCL1 BIM primary	Efflux pump mplx	GRK2 aptamer HTS	PME-1 inh	BCLXL inh	Fam108B inh
COc1ccc2cc(C(=O)C3CCCN(C(=O)c4sc(C)nc4C)C3)ccc2c1 (stereo not given)	3	6	0.8	5	-0.3	0	5	3	3
Cc1cc(C)cc(C(=O)NCCCc2ccccc2)c1	0	5	-0.5	-2	-0.1	0	0	-1	0
O=C(COc1ccc(/C=N/NC(=O)c2ccccc2Br)cc1)Nc1ccccc1	5	3	-1.2	10	-0.1	1	5	2	1
COc1cc(C(=O)N/N=C(\C)c2ccccn2)cc(OC)c1OC	-6	-4	-0.3	15	-0.1	0	8	5	2
COc1ccc2c(c1)O/C(=C\c1ccco1)C2=O	22	0	-5.0	10	0.1	0	6	7	-3
CC(C)CCN1C(=O)c2ccc(C(=O)Nc3ccccn3)cc2C1=O	7	-1	-3.0	7	-0.2	2	5	0	13
COC(=O)c1cnn(-c2ccc(F)cc2F)c1/C=N/NC(=S)NC(C)(C)C	19	0	-1.9	9	-0.1	1	0	8	9
N/C(Cc1ccc(Cl)cc1)=N\OC(=O)c1ccccc1	-5	-1	-0.4	-1	-0.2	0	-2	4	-1
CCCN(Cc1cc2ccc(C)cc2[nH]c1=O)C(=O)c1ccccn1	18	-1	-0.3	6	-0.1	0	4	6	-1
COc1ccccc1NC(=O)CN(C)S(=O)(=O)c1cccc2cccnc12	-10	-3	1.8	0	0.1	0	7	5	4
Cc1cccc2sc(NC(=O)C3CCN(S(=O)(=O)c4cc([N+](=O)[O-])ccc4Cl)CC3)nc12	-11	-21	-1.6	-8	-0.3	0	7	-1	6
Cc1ccc(C(=O)NCc2ccncc2)cc1S(=O)(=O)N1CCOCC1	7	0	2.3	0	-0.1	1	0	-3	-2
CC(C)C(=O)Nc1ccc2nn(-c3ccccc3)nc2c1	-4	0	-1.1	-4	0.1	0	-5	8	2
CCc1ccc(NC(=O)Cc2ccc(-n3cccc3)cc2)cc1	10	1	1.6	-3	0.5	0	0	-5	0
COc1cccc(CCc2nnc(CCC(=O)NCCC3CCCCO3)o2)c1 (stereo not given)	16	-3	0.3	0	0.0	0	-11	0	-2
Cc1ccc(N/C(N)=N/c2nc(CSc3ccccn3)cc(=O)[nH]2)c(C)c1	13	-3	-0.7	15	-0.1	1	4	-2	-2
Cc1ccc(S(=O)(=O)N(C)c2c(C)ccc(S(=O)(=O)N3CCN(C=O)CC3)c2C)cc1	27	0	2.4	-11	0.1	0	1	2	-3
O=S(=O)(c1ccc(Cl)cc1)n1ccc(-c2cccc(OCc3c(F)cccc3Cl)c2)n1	9	8	0.8	6	0.2	2	-3	3	2
Cc1cc(C)c(NC(=O)c2ccccc2CCc2ccccc2)c(C)c1	-23	2	-0.5	5	0.0	1	-10	7	-3
CC(C)CC(NC(=O)c1ccccc1)C(=O)OCC(=O)Nc1ccc(Br)cn1 (stereo not given)	-16	6	1.2	5	0.0	0	1	7	-1
Cc1cc(CSc2ccccc2)ccc1NC(=O)c1ccc(C)c([N+](=O)[O-])c1	-1	7	1.5	-6	0.2	0	1	-2	-4
COc1cc(NC(=O)CSc2ncnc3scc(-c4ccccc4)c23)c(C(=O)O)cc1OC	-2	7	-3.7	8	0.0	4	8	7	4
O=C(NCC(c1ccco1)N1CCc2ccccc21)c1c(F)cccc1F (stereo not given)	9	7	3.4	0	0.0	0	2	1	-4
COC(=O)c1cccc(NC(=O)c2cccc([N+](=O)[O-])c2)c1	8	4	0.3	-1	0.1	0	1	1	-6
N/C(=N\OC(=O)CCC1CCCC1)c1ccccn1	-10	9	-0.7	4	0.0	0	-1	9	4

Structures listed so far marked active in GLD-1 RNA inh:
Molecule	VLA-4 inh	GLD-1 RNA inh	MEX-5 binding	MCL1 BIM primary	Efflux pump mplx	GRK2 aptamer HTS	PME-1 inh	BCLXL inh
O=C1NC(=S)CN1c1ccccc1	-29	69*	-15	79*	0.1	1	5	70*

Compound profiles (already shown):
Results for O=C(NCC(c1ccco1)N1CCc2ccccc21)c1c(F)cccc1F (stereo not given) = VLA-4 inh: 9; GLD-1 RNA inh: 7; MEX-5 binding: 3.4; MCL1 BIM primary: 0; Efflux pump mplx: 0.0; GRK2 aptamer HTS: 0; PME-1 inh: 2; BCLXL inh: 1; Fam108B inh: -4
Results for N/C(=N\OC(=O)CCC1CCCC1)c1ccccn1 = VLA-4 inh: -10; GLD-1 RNA inh: 9; MEX-5 binding: -0.7; MCL1 BIM primary: 4; Efflux pump mplx: 0.0; GRK2 aptamer HTS: 0; PME-1 inh: -1; BCLXL inh: 9; Fam108B inh: 4
Results for COC(=O)c1cccc(NC(=O)c2cccc([N+](=O)[O-])c2)c1 = VLA-4 inh: 8; GLD-1 RNA inh: 4; MEX-5 binding: 0.3; MCL1 BIM primary: -1; Efflux pump mplx: 0.1; GRK2 aptamer HTS: 0; PME-1 inh: 1; BCLXL inh: 1; Fam108B inh: -6
